Screening results deposited in PubChem BioAssay by several laboratories.
E coli Lon inh = inhibits E. coli Lon protease | inhibition, % at 7.94 µM | AID 602123 | P0A9M0 | 360,000 tested, 0.42% active | purified E. coli Lon protease, fluorescence polarization; in the data active means inhibition above about 13%, passing the limit was not always enough;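 further: 0% = enzyme with probe and DMSO and 100% = no enzyme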
SKN-1 block = inhibitors of C. elegans SKN-1; 360,000 tested, 0.49% active; AID 624304; inhibition, % at 21.8 µM; C. elegans VP596 Pgst-4::GFP/RFP ratio, acrylamide-induced, 24 h;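 active means interference check ratio from 0.5 to 1.5 plus GFP to RFP signal ratio inhibition reaching or exceeding a fixed threshold, cut at about 30% in these data, passing the limit was not always enough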; further: some compounds called inactive have numbers as strong as hits
NRP1-CendR mod = NRP-1/CendR interaction modulation. inhibition, % at 25 µM. FAM-RPARPAR peptide binding to NRP-1, fluorescence polarization. O14786. 360,000 tested, 0.85% active;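 active means inhibition or corrected inhibition above about 18%, plus a signal ratio from 0.5 to 1.5, limit read from the data, passing the limit was not always enough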; further: strong numbers were not always called active
Target sequence (O14786 whole entry, looked up): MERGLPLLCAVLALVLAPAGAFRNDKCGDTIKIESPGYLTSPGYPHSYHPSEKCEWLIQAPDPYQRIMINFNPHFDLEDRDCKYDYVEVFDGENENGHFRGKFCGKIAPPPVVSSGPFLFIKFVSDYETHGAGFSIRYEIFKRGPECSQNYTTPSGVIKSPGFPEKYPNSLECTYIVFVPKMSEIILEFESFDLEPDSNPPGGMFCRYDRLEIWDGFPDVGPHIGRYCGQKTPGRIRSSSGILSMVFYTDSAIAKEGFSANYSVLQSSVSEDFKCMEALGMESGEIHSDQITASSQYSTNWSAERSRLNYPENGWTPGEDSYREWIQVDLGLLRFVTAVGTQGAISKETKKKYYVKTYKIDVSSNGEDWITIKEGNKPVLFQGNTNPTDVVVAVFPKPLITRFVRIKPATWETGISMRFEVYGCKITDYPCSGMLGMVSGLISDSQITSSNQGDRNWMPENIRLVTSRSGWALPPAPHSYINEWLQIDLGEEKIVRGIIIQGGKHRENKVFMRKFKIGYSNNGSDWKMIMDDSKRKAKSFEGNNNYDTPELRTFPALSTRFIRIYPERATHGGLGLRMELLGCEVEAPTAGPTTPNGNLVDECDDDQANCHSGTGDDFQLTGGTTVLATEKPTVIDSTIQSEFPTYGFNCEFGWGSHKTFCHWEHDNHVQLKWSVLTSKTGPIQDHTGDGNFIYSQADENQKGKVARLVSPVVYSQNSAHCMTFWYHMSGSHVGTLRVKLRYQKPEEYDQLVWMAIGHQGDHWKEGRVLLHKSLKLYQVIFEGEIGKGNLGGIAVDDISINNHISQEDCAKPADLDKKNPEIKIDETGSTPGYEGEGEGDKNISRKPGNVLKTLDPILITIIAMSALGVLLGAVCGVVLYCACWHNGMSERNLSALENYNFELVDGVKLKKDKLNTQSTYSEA
MT1-MMP act inh = inhibitors of human MT1-MMP activation; HT1080 RFP-PRO-GFP cells, GFP/RFP ratio fluorescence, overnight; percent of plate control window, DMSO zero; 360,000 tested, 0.061% active; P50281; AID 651647; GFP/RFP ratio change, % at 20 µM;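 active means GFP/RFP ratio change of at least 30% with cell ATP level not reduced by more than half and red fluorescence within 50% of control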; further: strong numbers were not always called active
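Assay system: RFP-PRO-GFP reporter HT1080 cells; read-out basis: GFP/RFP fluorescence ratio; benchmarks: DMSO wells and RFP-L50D-GFP cells; doses: 20 µM single dose, 1% DMSO; schedule: overnight cell settling, then overnight compound exposure, 37 °C, 5% CO2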
FAS TE block = inhibitors of human fatty acid synthase thioesterase domain; 360,000 tested, 0.67% active; inhibition, % at 15 µM; recombinant FAS-TE, OMFH fluorogenic substrate, fluorescence endpoint; AID 602261;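 active means compounds whose normalised, plate-corrected inhibition of enzyme fluorescence in the single-dose primary screen is 50% or more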;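 further: 0% = DMSO with enzyme and 100% = substrate without enzyme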
TbMetRS inhib = blocks T. brucei methionyl-tRNA synthetase activity. purified T. brucei MetRS, ATP depletion, Kinase-Glo luminescence. 360,000 tested, 0.4% active. AID 624268. inhibition, % at 11.9 µM;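 active means inhibition above a per-plate cutoff of the control wells' mean inhibition plus 3 SD, cut at about 5.5% in these data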;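 further: 0% = DMSO wells median and 100% = median of wells with control inhibitor compound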
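Material – parasite MetRS enzyme · Medium – HEPES-MgCl2-KCl buffer plus DTT, spermine, BSA, pyrophosphatase · Reagent – ATP, methionine and E. coli bulk tRNA substrates · Times – 15 min enzyme-compound preincubation, 2 h reaction, 10 min detection, 25 °C · Measured by – luminescence of leftover ATP · Evaluation – percent inhibition relative to median high and low control wells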
MsrA act = bovine methionine sulfoxide reductase A activation | purified bovine MsrA, absorbance read-out | activation, % at 10.6 µM | 360,000 tested, 0.3% active | AID 602163; in the data active means activation above about 7.5%;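 further: 0% = vehicle and 100% = reference activator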
MsrA inh = inhibitors of bovine MsrA | purified bovine MsrA, absorbance read-out | inhibition, % at 15.5 µM | 360,000 tested, 0.75% active | AID 651718; in the data active means inhibition above about 4.5%;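 further: 0% = vehicle wells with enzyme and 100% = reference inhibitor wells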
MLLE-PAM2 inh = blocks PAM2 peptide binding to the PABP1 MLLE domain. AID 588489. inhibition, % at 20 µM. GST-MLLE / FITC-PAM2 fluorescence polarization. 360,000 tested, 0.36% active. P11940; in the data active means inhibition above about 35%, passing the limit was not always enough;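 further: plate controls were DMSO wells with GST-MLLE for no effect and wells lacking GST-MLLE protein for full effect; some results filed as inactive read as strong as hits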
* = called active by the depositor; x = not tested or not shown; & = joins results of further samples. Rows were taken by chance; about 4% have a hit in one of these screens.

SMILES,E coli Lon inh,SKN-1 block,NRP1-CendR mod,MT1-MMP act inh,FAS TE block,TbMetRS inhib,MsrA act,MsrA inh,MLLE-PAM2 inh
C[C@@H]1CN([C@@H](C)CO)C(=O)CCCn2nncc2CO[C@@H]1CN(C)C(=O)c1ccc(N2CCN(C)CC2)cc1,-1,-2,-8,-2,-7,-1.1,-1,-0.6,4
CCOC(=O)N1CCN(c2ccc(C(C)=O)cc2F)CC1C (stereo unspecified),-3,1,7,1,-4,0.1,-4,4.6*,-3
C[C@@H]1CN([C@H](C)CO)C(=O)CCCn2cc(nn2)CO[C@H]1CN(C)C(=O)c1cc(-c2ccccc2)on1,-4,-6,-17,2,-7,-0.5,0,-0.9,-3
CN(CCOc1ccccc1Cl)Cc1ccccc1,1,-1,12,0,5,0.3,-3,-0.2,17
COc1cc(C(F)(F)F)c(C(=O)N(C)c2ccc(Cl)cc2)cn1,0,1,-22,4,-8,-0.4,-8,-0.7,1
COc1cc(OC)cc(C(=O)N2CCCC(c3nc(-c4ccc(C)o4)no3)C2)c1 (stereo unspecified),3,-4,2,-7,-1,-0.7,-4,0.4,-9
O=C(Nc1cccc(S(=O)(=O)N2CCOCC2)c1)c1c2c(nc3ccccc13)CCC2,-4,8,9,-4,-5,-0.6,-5,0.7,-16
Cc1ccc(C(=O)COC(=O)c2cnccn2)cc1[N+](=O)[O-],2,-3,-3,0,5,-0.5,-7,0.2,9
N#Cc1ccc(OCC(=O)Nc2ccc3[nH]c(=O)[nH]c3c2)cc1,-7,-15,-6,4,0,0.0,-7,0.8,-3
O=C1Nc2ccc(Cl)cc2C(C#CC2CC2)(C(F)(F)F)O1 (stereo unspecified),-6,-10,1,1,21,-0.2,1,-1.1,1
CCC(C)n1c(SCC(=O)NC(=O)Nc2ccc3c(c2)OCCO3)nc2ccccc2c1=O (stereo unspecified),1,5,-2,-11,27,-0.2,-2,-0.4,-19
COc1ccc(-n2cnnc2)cc1,10,15,4,1,-4,-0.3,1,0.0,-6
COc1ccc(NC(=O)CCCC2CCCCC2)c(OC)c1,-17,3,-1,3,16,-0.5,-5,-0.6,-8
COc1cc2c(cc1OC)C(C)N(C(=O)c1ccc(C)o1)CC2 (stereo unspecified),4,4,3,-2,-1,-0.3,-1,0.6,-12
Cc1nc2ccccc2c(=O)n1/N=C/c1c(O)ccc2ccccc12,5,0,2,1,10,0.3,-4,1.2,-9
Cc1ccc(NC(C(N)=O)c2c(C)[nH]c(=O)[nH]c2=O)cc1 (stereo unspecified),-6,4,11,-6,-13,-0.8,-6,-0.8,-13
CCCn1c(NC(=O)c2ccccc2Br)nc2ccccc21,2,1,0,-7,7,0.0,-1,0.0,-1
CC1(c2ccc(Cl)c(Cl)c2)NC(=S)N2C1NC(=S)N2c1ccccc1 (stereo unspecified),-5,21,-24,-9,22,-2.8,-4,1.1,-47
CCOC(=O)[C@]12CCCC=C1N(Cc1cccc3ccccc13)C(=O)[C@H](CC(=O)NCCCOC)C2,-13,-3,7,0,-10,-0.4,-1,-0.6,x
Cc1cc2ccc3ccccc3c2cc1CN(C)C,-4,7,-14,4,3,0.5,-1,2.2,-10
COC(=O)c1ccsc1NC(=O)CN1C(=O)CCC1=O,-8,4,3,1,-6,-0.3,-4,0.3,2
O=C(C1CCCN(Cc2cccnc2)C1)N1CCCCC1 (stereo unspecified),-7,-18,-2,-1,-10,-1.5,-4,0.2,-5
COc1ccc(-c2sc3cc4c(cc3c2C#CC2(N)CCCCC2)OCO4)cc1,-1,6,8,-3,26,-0.2,-2,-0.2,-23
Cc1ccc(N=Nc2ccc(N)cc2C)c(S(N)(=O)=O)c1,4,14,2,4,1,-0.4,-2,1.2,1
c1ccc(CSc2ncn[nH]2)nc1,-3,7,0,-3,-4,-1.7,-6,0.4,-22
Cc1c(Br)c([N+](=O)[O-])nn1CC(=O)NCCc1c[nH]c2ccccc12,7,-14,6,6,35,0.7,0,-0.9,-6
COc1ccc(NCC(=O)Nc2ccc(Br)cc2F)c(OC)c1,-4,0,-12,15,5,-0.2,2,0.7,-2
O=C(Nc1cc([N+](=O)[O-])ccc1N1CCOCC1)c1ccco1,2,4,-4,-1,7,-0.1,-2,-0.2,9
CC(=O)/C(=N/Nc1ccc(Br)cc1)N1CCCc2ccccc21,-4,4,8,-31,37,0.2,-1,2.3,9
COc1ccccc1CNC(=O)C(=O)NCC(c1ccco1)N1CCOCC1 (stereo unspecified),4,-13,-5,-4,-2,-1.3,-10,0.7,6
COc1ccc(S(=O)(=O)N2CCC(C(=O)N3CCCCC3)CC2)cc1OC,-7,8,0,1,-8,-0.2,-2,1.8,-9
O=C(Nc1c(Cl)cccc1Cl)C1CCN(C(=O)c2cccs2)CC1,7,10,-2,1,-8,-0.4,1,-0.1,-2
c1ccc2c(c1)nc(Nc1ccc3c(c1)OCO3)c1nnnn12,-97,-14,-26,-4,7,-0.2,-5,-0.7,-13
CCCCNc1c(-c2cccc(SC(C)CC)c2)nc2ccc(Cl)cn12 (stereo unspecified),-15&-5,19&3,3&3,-2&3,23&30,-0.3&-1.3,-7&-5,-0.1&-1.1,-6
COc1cccc2c1OC1(C)CC2/C(=C(\C)O)C(=O)N1 (stereo unspecified),16,-12,1,4,-6,-0.3,-1,1.9,6
Cc1nnc(SC(C)C(=O)Nc2ccc(Cl)cn2)n1Cc1ccccc1 (stereo unspecified),5,0,4,0,-2,0.1,-2,1.1,-13
COc1cccc(/C=C/C(=O)OCC(=O)c2ccc(S(=O)(=O)N3CCCCC3)cc2)c1OC,-12,16,-7,8,28,-0.5,-2,-0.6,0
CCNC(=O)CSc1nnc(-c2cccs2)o1,1,-6,4,-2,-5,-0.2,-2,0.0,5
CCN(CC)c1nc(C(F)(F)F)nc2c1nnn2Cc1ccccc1,-5,13,13,-1,30,-0.7,0,-0.2,5
O=C(CN1CCN(C(=O)c2ccccc2Cl)CC1)Nc1cccc(S(=O)(=O)N2CCCC2)c1,-1,8,-2,-2,0,-0.3,-3,0.6,-11
COc1ccc(S(=O)(=O)N2CCN(C3CC4CCC3C4)CC2)cc1 (stereo unspecified),-17,5,0,3,12,0.1,-3,1.4,-9
CC(=O)c1sc(NC(=O)CCCOc2ccc(Cl)cc2)nc1C,4,8,0,-1,-5,-1.3,0,-1.6,-23
Cc1cc(C)c2nc(N3CCC(C(=O)NCCCN4CCCCC4)CC3)sc2c1,-7,0,3,4,-5,0.0,0,0.6,12
COc1cccc(-c2cnc3c(NC=O)cc(-c4cc(C)c(O)c(C)c4)cn23)c1,-14,5,-8,8,11,-0.2,0,0.1,-30
O=C(NCCc1ccccc1)c1ncn[nH]1,-4,5,6,1,-8,0.4,-2,0.6,-1
CCCCC(=O)NCc1ccccc1Cl,-3,9,4,3,-1,-0.4,-3,0.5,-3
COc1ccc(S(=O)(=O)Nc2c3ccccc3nc(=O)n2-c2ccccc2)cc1,-4,-6,-1,0,5,-0.8,-12,3.1,12
COc1ccc(N/C(N)=N/c2nc(CSc3ccc(C)cc3)cc(=O)[nH]2)cc1,-5,-4,-2,1,-8,-0.6,-9,-0.5,-19
CCCC[C@@H]1CNC(=S)N1CC1CCCCC1,-10,17,6,5,2,-0.3,-3,-0.9,-131
NC1=NC[C@@H](Cc2ccc(O)cc2)N1CCc1cc(C(F)(F)F)cc(C(F)(F)F)c1,11,-8,-5,x,-61,-0.5,-10,-1.3,10
Cc1c(N(C)C)nc2ccccc2c1N,-18,-18,-2,0,-7,0.7,-10,3.2,-5
O=C(Cc1ccc(NC(=O)C2CCCN(C(=O)C3CC3)C2)cc1)Nc1ccc(C(=O)N2CCOCC2)cc1 (stereo unspecified),3,1,-14,4,-10,0.3,-2,-1.2,13
CC(C)(C)CC(C)(C)N=C1Nc2ccccc2NC12C[C@H]1CCC(=O)N3CC[C@@H](C2)[C@@H]13 (stereo partly specified),1,5,-9,-1,-5,-0.1,-2,-1.0,-1
CC(=O)c1sc(N/N=C\c2ccccc2O)nc1C,-163,-5,-84,-103,2,0.5,-10,1.6,-129
COCCNC(=S)Nc1ccc(N2CCCCC2)cc1,4,7,3,6,-2,-0.7,-6,-1.6,20
C/C(=N\Nc1nc2ccccc2s1)c1ccc(Br)s1,-3,-3,-13,1,46,-0.1,-3,0.4,0
COc1ccc(CN2CCC(=O)N(CCO)CC2)cc1OC,-1,6,-15,1,-11,-0.3,1,0.5,-2
CC(C)OC(=O)c1cccc(NC(=O)c2ccccc2)c1,6,-16,3,1,-2,-1.0,2,0.9,-11
C=C(C)Cn1c(CN(C)Cc2ccccc2)nc2c1c(=O)n(C)c(=O)n2C,-1,7,2,-2,-2,-0.5,-3,-0.1,-2
COc1ccc(NS(=O)(=O)c2ccc3c(c2)CCN3C(=O)CCC(=O)O)cc1OC,5,-8,6,6,-14,-1.3,-11,-0.1,2

Going on with the list:
SMILES,E coli Lon inh,SKN-1 block,NRP1-CendR mod,MT1-MMP act inh,FAS TE block,TbMetRS inhib,MsrA act,MsrA inh,MLLE-PAM2 inh
CSc1nnc(-c2cccn(Cc3ccccc3)c2=O)o1,-10,-3,-3,-1,-4,-1.2,-7,1.9,-56
COc1cccc(N2C(=O)C(CC(=O)Nc3ccccc3)N(C3CCCCC3)C2=O)c1 (stereo unspecified),-5,-14,0,0,4,0.3,-3,-0.6,6
CCCCC(=O)Nc1c(C)cc(C)cc1Cl,1,23,-5,2,-6,-1.1,-11,0.3,11
CCOC(=O)[C@H]1[C@H]2COc3cc(OC)ccc3[C@@H]2N2C(=O)c3ccc(F)cc3NC(=O)[C@@]12C,3,16,-4,14,8,-0.3,-1,-0.1,22
Cc1cc(C)c2c(c1C)C(=O)CCC2,-5,6,10,0,-2,0.3,-1,-0.8,6
CCc1cc2c(=O)c(-c3cnn(-c4ccccc4)c3)coc2c(CN2CCOCC2)c1O,-2,0,6,-6,26,-0.1,1,0.7,-3
COCCn1c(C)cc(C2=NNC(=Nc3ccc(Cl)cc3Cl)SC2)c1C,-9,-5,2,-6,-27,-0.7,-3,-0.8,4
CC(Cn1cncn1)C(=O)N1CCN(S(=O)(=O)c2ccc(Cl)cc2)CC1 (stereo unspecified),-4,13,8,2,0,0.5,-3,0.2,-12
CCCCn1nnnc1NCc1ccc(OC)c(OC)c1OC,-7,4,1,7,-2,-1.0,-9,-0.2,-8
O=C(NCC(=O)N1CCN(c2ccccc2O)CC1)c1ccc2c(c1)OCO2,5,-13,-11,-1,0,-0.3,-4,-0.5,-9

Just FAS TE block and NRP1-CendR mod, for some of the entries so far:
Compound	FAS TE block	NRP1-CendR mod
CCc1cc2c(=O)c(-c3cnn(-c4ccccc4)c3)coc2c(CN2CCOCC2)c1O	26	6
COc1cccc(N2C(=O)C(CC(=O)Nc3ccccc3)N(C3CCCCC3)C2=O)c1 (stereo unspecified)	4	0
